Assay outcomes deposited in PubChem BioAssay by several laboratories.
PPC-1+TRAIL kill – PPC-1 cancer cell killing with TRAIL present; PPC-1 cells + TRAIL, ATPLite viability luminescence; AID 1443; 0.41% of 220,000 active; cell killing (% activity), % at 4 µM;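 active = cell killing above 50% in the first pass at 4 µM, then a duplicate retest at 5 µM averaging 50% or more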;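 also: plate controls were cells with TRAIL plus DMSO for no effect and medium-only wells lacking cells for full effect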
EP2 antag – inhibitors of human EP2 prostaglandin E2 receptor; P43116; C6 glioma cells expressing human EP2, cAMP TR-FRET; cells stimulated with saturating PGE2; inhibition, % at 25 µM; 0.52% of 260,000 active; AID 1422;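 active = percent inhibition above 40 after rounding to a whole number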;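 also: rat C6 glioma host cells with rolipram phosphodiesterase inhibitor present; the protocol text gives 20 µM as final concentration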
TRPML3 ag – agonists of human TRPML3 channel. Q8TDD5. HEK293 TRPML3-YFP, Fluo-8 calcium fluorescence; 100% = the carbachol control signal. activation, % at 3 µM. 0.29% of 220,000 active;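 active = activation above its plate's cutoff, the mean activation of the plate's test wells plus 3 SD, cut at about 12% in these data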;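 also: 0% = DMSO only wells and 100% = carbachol wells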
Target sequence (Q8TDD5 whole entry, looked up): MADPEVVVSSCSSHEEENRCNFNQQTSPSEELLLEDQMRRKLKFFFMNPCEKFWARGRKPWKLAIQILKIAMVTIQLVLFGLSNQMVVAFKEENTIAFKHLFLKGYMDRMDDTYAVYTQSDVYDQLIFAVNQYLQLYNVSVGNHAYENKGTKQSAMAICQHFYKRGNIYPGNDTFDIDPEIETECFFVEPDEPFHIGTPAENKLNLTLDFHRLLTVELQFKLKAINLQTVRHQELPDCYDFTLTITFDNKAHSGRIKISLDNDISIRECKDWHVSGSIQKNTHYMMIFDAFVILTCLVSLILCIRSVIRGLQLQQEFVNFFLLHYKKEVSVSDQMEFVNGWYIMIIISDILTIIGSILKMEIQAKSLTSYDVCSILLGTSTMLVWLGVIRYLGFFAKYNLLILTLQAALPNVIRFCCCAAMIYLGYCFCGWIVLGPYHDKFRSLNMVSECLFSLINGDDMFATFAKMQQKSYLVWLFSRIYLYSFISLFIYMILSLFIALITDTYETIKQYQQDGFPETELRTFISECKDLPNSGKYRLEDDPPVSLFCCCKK
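system = HEK293 cells stably carrying human TRPML3-YFP | doses = one concentration, 3 µM nominal, 0.3% DMSO | timing = dye loading 1 h 37 °C then 30 min ambient, 125 s read | detection = Fluo-8 calcium dye fluorescence, ex 470-495, em 515-575 nm | benchmarks = high control carbachol 87 µM, low control DMSO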
CHOP inh – inhibitors of CHOP induction in ER stress response. AID 2732. CHO-K1 CHOP-promoter luciferase, tunicamycin-induced, 15-18 h. inhibition, % at 10 µM. 3.8% of 220,000 active;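 active = compounds that reduced the stress-induced luciferase reporter signal by more than about 70% of percent inhibition, limit read from the data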;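 also: 0% = tunicamycin plus vehicle and 100% = wells without tunicamycin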
EP2 mod – modulates human prostaglandin E2 receptor EP2 signaling; AID 940; EP2-expressing cells, cAMP HTRF FRET, PGE2 co-stimulation; 0.83% of 260,000 active; induction, % at 25 µM;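 active = compounds whose cAMP rise, as percent of the full-agonist control response, exceeds 60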;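 also: rat C6 glioma line stably carrying human EP2 under a CMV promoter; the protocol text gives 20 µM as final concentration; 100% = response of wells given 1 µM PGE2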
NPY-Y1 PAM-ag – potentiators or agonists of human neuropeptide Y receptor Y1; activation, % at 3.6 µM; 0.37% of 220,000 active; P25929; NPY-Y1 expressing cells, potentiator/agonist activation; in the data active = activation above about 33%, passing the limit was not always enough;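 also: cells stimulated with NPY at EC10 then isoproterenol at EC100; 0% = low agonist plus stimulus and 100% = saturating agonist plus stimulus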
14-3-3 Bad inh – disrupts binding of bovine 14-3-3 zeta to phospho-Bad peptide; TR-FRET 14-3-3zeta/Dy647-pBad peptide displacement, 1 h; inhibition, % at 21.7 µM; 0.71% of 220,000 active; AID 781;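 active = inhibition above about 70%, limit read from the data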;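 also: 0% = full 14-3-3 plus peptide FRET controls and 100% = background without 14-3-3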
Target sequence (P63103 whole entry, looked up): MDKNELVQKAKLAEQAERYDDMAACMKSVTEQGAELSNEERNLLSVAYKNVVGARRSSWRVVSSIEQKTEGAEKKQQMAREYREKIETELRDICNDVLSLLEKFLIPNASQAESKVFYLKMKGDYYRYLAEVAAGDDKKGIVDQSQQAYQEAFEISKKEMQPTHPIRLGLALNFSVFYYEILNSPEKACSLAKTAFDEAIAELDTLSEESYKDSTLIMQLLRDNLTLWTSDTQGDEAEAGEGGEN
NPY Y1 blocker – blocks the human neuropeptide Y Y1 receptor; P25929; HEK293-CNG Y1 cells, membrane potential fluorescence; NPY at EC95, then isoproterenol; inhibition, % at 3.6 µM; 1% of 200,000 active; AID 1040;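 active = inhibition above the campaign mean inhibition of all tested compounds plus 3 SD, cut at about 20% in these data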;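 also: 0% = DMSO wells given NPY plus isoproterenol and 100% = isoproterenol alone without NPY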
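Material: HEK293 Y1/CNG channel cell line | Also added: NPY (25 nM), isoproterenol (1 µM), Ro 20-1724 (25 µM) | Compound: One concentration, 3.6 µM, in 0.4% DMSO | Schedule: 3 h dye uptake, 1 h room-temperature compound, 45 min post-isoproterenol | Signal: Membrane-potential fluorescent dye readout | Read-out: % inhibition of NPY effect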
TRPN1 ag – agonists of zebrafish TRPN1 channel; activation, % at 3 µM; AID 1424; HEK293 zebrafish TRPN1-YFP, Fluo-8 calcium fluorescence; 100% = response to 87 µM carbachol; 0.18% of 220,000 active;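 active = activation above its plate's cutoff, the mean activation of test wells on that plate plus 3 SD, cut at about 19% in these data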;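 also: 0% = DMSO alone and 100% = 87 µM carbachol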
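Material: zebrafish TRPN1-YFP in HEK293 cells. Doses: one dose of 3 µM, 0.3% DMSO. Incubation: dye 1 h 37 °C plus 30 min RT. Measured by: intracellular calcium fluorescence with Fluo-8.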
* marks the source's active call; other numbers are inactive results; . = no result given; [ ] = another dose, or the depositor's remark. These rows are one share of the data. The share of hits here may be higher or lower than overall.

canonical_smiles	TRPN1 ag	NPY-Y1 PAM-ag	PPC-1+TRAIL kill	CHOP inh	EP2 antag	14-3-3 Bad inh	EP2 mod	NPY Y1 blocker	TRPML3 ag
O=Cc1cccc(Oc2ncccn2)c1	0.9	0	13	2	5	-5	37	2	0.9
Cc1ccccc1NC(=O)COC(=O)CNC(=O)c1sc2ccccc2c1Cl	-2.4	-38	12	26	9	-16	30	1	0.1
O=C(CCC(=O)Nc1ccc(Cl)cc1Cl)NNC(=O)[C@@H]1CCCC[C@@H]1C(=O)O	0.8	-28	13	16	10	0	15	3	0.1
C=CCc1cc(Cl)ccc1OCCNCCCOC	0.7	-58	13	2	9	50[fluorescence artefact?]	-4	-1	0.5
CCNC(=S)N1CCN(CCN2C(=O)c3cccc4cccc(c34)C2=O)CC1	1.3	-10	21	18	12	1	-18	1	0.5
Cc1cc([N+](=O)[O-])nn1CC(=O)Nc1ccc(Cc2ccncc2)cc1	-0.1	-2	-6	6	5	-6[fluorescence artefact?]	5	7	0.9
COc1ccc(NC(=O)Nc2cccnc2)c(OC)c1	0.7	8	-10	23	4	5	-15	2	0.6
COc1ccc(-n2ccnc2SCC(=O)NC2CCCC2)c(OC)c1	-0.4	-7	-28	-19	0	-5	12	-4	0.3
COC(=O)c1cc(OC)c(OC)cc1NC(=O)Nc1ccc(OC)cc1	1.6	8	26	5	10	3	-4	-3	0.6
O=C(Cn1c(NCCO)nc2ccccc21)NCC1CCCO1 (configuration not stated)	1.2	3	2	3	7	-7	25	-3	1.4
Cc1sc2nc(CSc3ccccc3)nc(NCCN(C)C)c2c1C	-0.8	-29	24	23	5	-1[fluorescence artefact?]	-42	6	1.3
CCC(=O)N1c2ccccc2NC2=C(C(=O)CC(c3ccco3)C2)C1c1ccco1 (configuration not stated)	-1.2	8	11	18	17	-17[fluorescence artefact?]	5	-1	0.3
COc1ccccc1N1CCN(C(=O)C(=O)N/N=C/c2cccc(O)c2)CC1	0.7	-21	-3	21	4	-8	0	-2	-0.2
CCOC(=O)c1ccc(NC(=O)CC2SC(=NC)N(C)C2=O)cc1 (configuration not stated)	2.4	9	8	32	10	-7[fluorescence artefact?]	-5	3	0.2
O=C(CSc1nnc(-c2ccc(Cl)cc2)n1Cc1ccco1)NCc1ccc2c(c1)OCO2	-1.9	-24	2	14	16	-10	42	42*	-1.5
CCOC(=O)C1CCN(c2c(NCc3ccc(C(=O)NCCOC)cc3)c(=O)c2=O)CC1	-0.1	-4	2	-26	3	4	4	2	0.4
CC1CCCN(C(=O)CN2CCN(C(=O)c3ccco3)CC2)C1 (configuration not stated)	1.3	-12	24	-2	9	0	-1	-1	1.4
NC(=S)Nn1c(-c2ccccc2)nc2ccccc2c1=O	0.2	-36	13	1	17	-10	16	7	1.0
CCN1CCN(c2nc3ccccn3c(=O)c2/C=C(\C#N)S(=O)(=O)c2ccccc2)CC1	1.3	4	-13	7	14	0	-20	.	1.2
COc1cccc(NC(=O)CN(C)C(=O)COc2ccc3ccccc3c2)c1	0.9	-19	-3	-1	7	-3	-4	16	-0.1
N#C/C(=C\Nc1ccc2c(c1)OCCO2)C(=O)NCc1ccco1	-0.8	7	10	4	14	-5	-1	.	-0.5
O=C(CN1CCOCC1)N1CCN(c2ccc3ccccc3n2)CC1	1.1	6	13	47	10	14	-6	-6	1.3
CC(=O)Nc1cc(OC(C)=O)c2nonc2c1OC(C)=O	0.9	-25	11	.	21	.	.	20	1.4
C[C@@H]1C=C[C@](Cc2ccccc2)(C(=O)NCC2CC2)N1C(=O)c1ccccc1	-1.7	-21	2	-17	7	1[fluorescence artefact?]	25	10	-0.7
CC1CC(Nc2ccccc2)=NC1(C)C (configuration not stated)	-0.8	-9	20	16	11	6[fluorescence artefact?]	24	0	1.1
C[C@@H](O)[C@@H]1NC(=O)c2cc([N+](=O)[O-])cc(I)c2NCC[C@@H](C(N)=O)NC(=O)CNC1=O	0.0	-16	24	-12	11	0[fluorescence artefact?]	22	-4	0.8
N#C/C(=C(/O)C(Cl)(Cl)Cl)c1nc2ccccc2[nH]1	20*	25	-1	16	13	12	-47	.	4.7
CC(C)n1nnnc1-c1cccc(Cl)c1	0.7	-23	2	23	3	3	18	-1	0.1
CCOC(=O)C1=C(C)Nc2ncnn2C1/C=C/c1ccccc1 (configuration not stated)	-0.8	0	3	58	-2	-7	18	-4	1.1
COc1ccc(OC)c(NC(=O)CC2SC(=Nc3ccccc3)N(CCc3ccccn3)C2=O)c1 (configuration not stated)	1.2	13	16	8	7	1[fluorescence artefact?]	0	1	-0.5

New compounds follow:
canonical_smiles	TRPN1 ag	NPY-Y1 PAM-ag	PPC-1+TRAIL kill	CHOP inh	EP2 antag	14-3-3 Bad inh	EP2 mod	NPY Y1 blocker	TRPML3 ag
COc1ccc(F)cc1S(=O)(=O)NCc1ccccc1	-0.1	-16	1	16	9	-9	0	1	0.5
CCO[C@H]1OC(C(=O)O)=C[C@@H](C2CCCCC2)[C@@H]1CCCO	1.9	3	18	21	11	3	-3	-5	0.8
COC(=O)c1sc(NC(=S)NC(=O)c2ccc(C)cc2)nc1C	0.9	-15	27	-2	10	2	6	.	0.9
O=C(CSc1nnc(CCCN2C(=O)c3cccc4cccc(c34)C2=O)n1-c1ccccc1)N1CCN(CCO)CC1	3.3	5	-11	11	5	-13[fluorescence artefact?]	12	4	-0.7
Cc1cc(-c2cccs2)c2c(N)c(C(=O)c3ccc4c(c3)OCO4)sc2n1	0.5	-4	24	31	12	-9[fluorescence artefact?]	16	4	0.7
O=C(NNc1ccc([N+](=O)[O-])cc1)c1ccccc1Cl	0.4	6	9	-18	3	-16	-8	-2	1.1
C/C(=N\N=C(/N)SC1CC(=O)N(c2ccc(Br)cc2)C1=O)c1cccs1 (configuration not stated)	-2.5	45*	-2	87*	7	13	-26	-8	1.1
CNC(=O)C1CCC(=O)N1Cc1ccccc1Cl (configuration not stated)	-0.8	5	-5	-9	5	-3	4	3	-0.2
O=S(=O)(NCC(c1cccnc1)N1CCN(c2ccccc2)CC1)c1cc(F)ccc1F (configuration not stated)	-0.4	-11	-2	25	7	6	-12	2	0.2
O=C(CNC(=O)c1ccco1)NCC(=O)OCc1ccc(C(=O)Oc2ccc(Cl)cc2)cc1	7.7	-7	-14	8	2	0	-25	2	2.1
S=C1NC2(CCCCC2)NN1c1ccccc1	0.2	14	16	14	1	-20	19	6	0.6
Cc1cc(C)n(CC(O)COCc2ccccc2)n1 (configuration not stated)	-0.7	2	5	20	1	13[fluorescence artefact?]	13	-3	-0.1
CC(=O)c1ccc(N2CCN(C(=O)/C=C/c3ccc(S(=O)(=O)N4CCOCC4)cc3)CC2)cc1	1.2	-4	10	15	6	-6	-29	3	0.9
c1ccc(N2CCN(c3ncnc4sc5c(c34)CCC5)CC2)cc1	0.0	-11	35	62	12	0	27	-2	-0.4
Cn1c(NCCCO)nc2ccccc21	0.0	21	-10	9	3	-14	19	2	0.6
O=C(Oc1ccc(N(Cc2cccs2)C2=NS(=O)(=O)c3ccccc32)cc1)c1ccccc1F	0.4	28	8	33	12	-10	16	3	-0.1
Oc1ccccc1N=Cc1sc2ccccc2c1Cl	0.7	6	7	43	7	-3	22	3	0.3
CCc1nc(Sc2nnnn2-c2ccccc2)c2c3c(sc2n1)CCCC3	0.2	-6	6	9	9	-16	44	5	1.2
O=C(N/C(=C/c1ccco1)C(=O)N1CCOCC1)c1cccs1	-0.4	11	12	-9	-1	-4	-3	-2	-0.3
Cc1csc(SCCn2c(N3CCN(c4ccccc4)CC3)nc3c2c(=O)[nH]c(=O)n3C)n1	0.8	2	16	-21	15	-5	5	-1	0.9
Cc1nnc(NC(=O)C2CCN(S(=O)(=O)c3ccc(Cl)cc3)CC2)s1	-0.3	-8	8	34	2	7	-32	5	0.7
CCOc1cc(C(=O)NCCOC)cc(OCC)c1OCC	0.1	-3	-15	-18	12	-6	6	-7	0.6
COC(=O)c1cn(C(=O)c2ccc(Br)o2)c2ccccc12	0.5	-6	-2	38	10	-9	30	9	0.5
Cc1nc(N2CCCC2)c2nnn(Cc3ccccc3Cl)c2n1	-0.5	-15	7	73*	2	12	29	0	0.0

NPY-Y1 PAM-ag: what is marked active above
Compound | NPY-Y1 PAM-ag | CHOP inh | 14-3-3 Bad inh | EP2 mod | NPY Y1 blocker | TRPML3 ag
C/C(=N\N=C(/N)SC1CC(=O)N(c2ccc(Br)cc2)C1=O)c1cccs1 (configuration not stated) | 45* | 87* | 13 | -26 | -8 | 1.1

Reformatted: two of the compounds above.
Value order – TRPN1 ag | NPY-Y1 PAM-ag | PPC-1+TRAIL kill | CHOP inh | EP2 antag | 14-3-3 Bad inh | EP2 mod | NPY Y1 blocker | TRPML3 ag
- Cc1cc(C)n(CC(O)COCc2ccccc2)n1 (configuration not stated)
    -0.7 | 2 | 5 | 20 | 1 | 13[fluorescence artefact?] | 13 | -3 | -0.1
- O=S(=O)(NCC(c1cccnc1)N1CCN(c2ccccc2)CC1)c1cc(F)ccc1F (configuration not stated)
    -0.4 | -11 | -2 | 25 | 7 | 6 | -12 | 2 | 0.2
